Assay outcomes: PubChem BioAssay, Sanford-Burnham Center for Chemical Genomics
SENP1 FRET inh: human SENP1 catalytic domain inhibitors, primary screen, biochemical, FRET, uHTS | AID 624204, 2012 | inhibition, % at 10 µM | Sentrin-specific protease 1 (Homo sapiens), Q9P0U3 | 360,000 tested, 0.21% active | recombinant SENP1 catalytic domain, CyPet-SUMO1-YPet FRET cleavage;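 active = inhibition at least 30% at 10 µM, raw YFP signal under a set limit, fluorescence ratio 0.5 to 1.5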;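 note: 0% = enzyme with DMSO and 100% = no enzyme wells; some results filed as inactive read as strong as hits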
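Material: hSENP1 catalytic domain, recombinant; medium: Tris pH 8 with BME, BSA, NP40 and catalase; compound: single concentration of 10 µM compound, 0.5% DMSO final; technique: FRET read of cyan and yellow fluorescence; timing: 50 min enzyme reaction, room temperature, light-protected; reagent: SFCypet-SUMO1-SFYpet substrate at 25 nM; control set: no-enzyme low, enzyme-DMSO high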
SENP6 block: SENP6 protease inhibitors, primary screen, biochemical, luminescence, uHTS | Sentrin-specific protease 6 (Homo sapiens), Q9GZR1 | Recombinant SENP6 catalytic domain, aminoluciferin luminescence | inhibition, % at 10 µM | 330,000 tested, 1.8% active | AID 2599, 2010;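 active = inhibition above about 50% at the single tested dose, limit read from the data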;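 note: plate controls were DMSO wells with enzyme for no effect and DMSO wells lacking enzyme for full effect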
HKDC1 inh: HKDC1 hexokinase inhibitors, primary screen, biochemical, fluorescence, uHTS. Q2TB90. recombinant HKDC1, G6PDH/diaphorase resazurin coupled fluorescence. inhibition, % at 20 µM. 340,000 tested, 0.16% active. AID 493160, 2011;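 active = inhibition above about 35% when tested at 20 µM, limit read from the data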;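 note: plate controls were DMSO wells with enzyme for no effect and DMSO wells lacking enzyme for full effect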
Target sequence (Q2TB90 whole entry, looked up): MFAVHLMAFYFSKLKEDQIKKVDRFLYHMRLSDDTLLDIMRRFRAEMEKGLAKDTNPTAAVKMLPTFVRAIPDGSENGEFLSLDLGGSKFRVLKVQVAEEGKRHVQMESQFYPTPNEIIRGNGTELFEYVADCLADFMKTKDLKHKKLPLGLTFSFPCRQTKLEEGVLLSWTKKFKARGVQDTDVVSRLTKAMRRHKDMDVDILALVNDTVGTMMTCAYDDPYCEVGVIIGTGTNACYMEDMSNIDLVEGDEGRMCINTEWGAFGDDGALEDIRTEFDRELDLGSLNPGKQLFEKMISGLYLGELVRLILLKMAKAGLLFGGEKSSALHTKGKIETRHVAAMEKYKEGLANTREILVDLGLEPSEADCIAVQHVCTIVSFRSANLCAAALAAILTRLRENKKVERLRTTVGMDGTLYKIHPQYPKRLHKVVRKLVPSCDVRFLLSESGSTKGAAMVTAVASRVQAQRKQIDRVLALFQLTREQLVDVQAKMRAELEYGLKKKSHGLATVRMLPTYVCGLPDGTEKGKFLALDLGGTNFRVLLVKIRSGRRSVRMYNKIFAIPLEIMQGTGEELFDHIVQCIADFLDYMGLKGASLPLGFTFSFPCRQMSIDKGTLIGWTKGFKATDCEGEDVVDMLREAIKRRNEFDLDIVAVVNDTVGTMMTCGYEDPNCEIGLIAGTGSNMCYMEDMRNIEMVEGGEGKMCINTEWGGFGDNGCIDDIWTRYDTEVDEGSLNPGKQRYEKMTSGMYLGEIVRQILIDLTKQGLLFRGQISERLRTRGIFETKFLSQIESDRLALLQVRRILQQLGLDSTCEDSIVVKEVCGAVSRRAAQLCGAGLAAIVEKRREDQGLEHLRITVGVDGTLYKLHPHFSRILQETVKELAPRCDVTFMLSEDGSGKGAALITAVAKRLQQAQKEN
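Assay system: recombinant HKDC1 hexokinase; detection: coupled resazurin fluorescence, excitation 525 nm, emission 613 nm; benchmarks: DMSO-plus-enzyme-mix negative control, buffer-substituted positive control; compound dosing: single 20 µM dose; schedule: 90 min at room temperature in dark; also added: glucose plus 1 mM ATP as hexokinase substrates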
PfG6PD inh: PfG6PD enzyme inhibitors, primary screen, biochemical, fluorescence intensity, uHTS; glucose-6-phosphate dehydrogenase-6-phosphogluconolactonase (Plasmodium falciparum 3D7); PfGluPho enzyme, NADPH resazurin-diaphorase fluorescence; inhibition, % at 20 µM; 350,000 tested, 0.78% active; AID 504690, 2011;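 active = inhibition reaching at least a set limit at 20 µM in the primary screen, cut at about 59% in these data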;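 note: 0% = DMSO wells with substrate and 100% = DMSO wells lacking glucose-6-phosphate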
SENP8 block-1: SENP8 protease inhibitors, primary screen, biochemical, luminescence; purified SENP8, Z-RLRGG-aminoluciferin cleavage; inhibition, % at 10 µM; 330,000 tested, 1.2% active; AID 2540, 2010; in the data active = inhibition above about 50%
SENP8 block-2: human SENP8 protease inhibitors, primary screen, biochemical, fluorescence, Nedd8 protein substrate, uHTS; inhibition, % at 20 µM; recombinant SENP8; AID 602440, 2012; 360,000 tested, 0.64% active; Sentrin-specific protease 8 (Homo sapiens), Q96LD8; in the data active = inhibition mostly above about 40%, no sharp cut-off; inactive = mostly below about 27%
SENP7 block: SENP7 protease inhibitors, primary screen, biochemical, luminescence, uHTS. recombinant SENP7, Z-RLRGG-aminoluciferin luminescence, 40 min. Sentrin-specific protease 7 (Homo sapiens), Q9BQF6. inhibition, % at 5 µM. 330,000 tested, 1.5% active. AID 434973, 2010;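 active = inhibition above about 50% at the single test dose, limit read from the data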;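 note: plate controls were DMSO with enzyme for no effect and no enzyme buffer wells for full effect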
NLRP3 yeast inh: NALP3 inflammasome inhibitors in reconstituted yeast, primary screen, luminescence, uHTS. Yeast reconstituted NLRP3/ASC/caspase-1, beta-gal luminescence, 24 h. inhibition, % at 10 µM. 330,000 tested, 0.39% active. AID 2825, 2010;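 active = inhibition of 50% or more; inactive = inhibition below 50%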;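 note: plate controls were induced DMSO wells for no effect and uninduced yeast grown without galactose for full effect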
Apaf1 inhib: inhibitors of human Apaf-1 apoptosome, primary screen, biochemical, DEVD-Rh110 fluorescence, uHTS; Apoptotic protease-activating factor 1 (Homo sapiens), O14727; reconstituted apoptosome caspase-3 activity; 330,000 tested, 0.71% active; inhibition, % at 20 µM; active = inhibition of at least 40% at 20 µM;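 note: plate controls were DMSO wells for no effect and DEVD-CHO caspase inhibitor wells for full effect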
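System – cell-free apoptosome with Apaf-1, procaspase-3 and caspase-9 · Buffer or medium – pH 7.5 Hepes buffer with CHAPS, BSA, DTT · Also added – cytochrome c with DEVD-Rh110 · Times – 30 min compound preincubation, 50 min activation, room temperature · Technique – Rh110 fluorescence intensity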
Numbers without * were called inactive; i = inactive; nt = not tested or not shown.

entry	Structure	SENP1 FRET inh	SENP6 block	HKDC1 inh	PfG6PD inh	SENP8 block-1	SENP8 block-2	SENP7 block	NLRP3 yeast inh	Apaf1 inhib
1	COC(=O)c1c(C)[nH]c(C(=O)OCC(=O)N(CC(C)C)c2c(N)n(Cc3ccccc3)c(=O)[nH]c2=O)c1C	-12	-21	-3	-4	-9	-104	-2	0	14
2	CCN(C[C@H]1N[C@@](Cc2ccccc2)(C(=O)OC)[C@H]2C(=O)N(C)C(=O)[C@@H]12)S(=O)(=O)c1ccc(OC)cc1	2	-4	-7	12	7	-7	4	7	2
3	Cc1noc(C)c1NC(=O)N(C)C[C@H]1Oc2ccc(NC(=O)NC(C)C)cc2C(=O)N([C@H](C)CO)C[C@@H]1C	0	-2	-7	-2	4	17	5	14	-4
4	CCOC(=O)c1c(NC(=O)CN2C(=O)NC3(CCC(C)CC3)C2=O)sc(C)c1CC (stereo not given)	1	-8	-7	7	-10	-10	-14	15	11
5	COc1ccc(C(=O)Nc2ccc3ccccc3c2)cc1	2	88*	-7	1	86*	6	96*	24	0
6	CCOC(=O)c1sc2nccc(OC)c2c1N=CN(C)C	1	-20	-9	0	2	-209	0	12	-2
7	Cc1ccc(-c2nnn(Cc3nc4ccccc4s3)n2)cc1	0	11	-4	10	-6	15	14	47	17
8	COc1ccc(C=O)c(OCc2cn(CC(=O)c3ccc(O)cc3)nn2)c1	0	nt	25	7	nt	23	nt	nt	nt
9	CCOC(=O)c1ccc(N2C(=O)c3n[nH]c(C)c3C2c2cccnc2)cc1 (stereo not given)	-1	-6	3	-15	-3	16	1	2	3
10	CCC1(C)Cc2c(sc3c2c(=O)n(-c2ccccc2)c(=O)n3C)CO1 (stereo not given)	-1	-8	-10	-18	-2	26	3	22	14
11	Cn1cnnc1SCCn1c(N2CCCCC2)nc2c1c(=O)[nH]c(=O)n2C	1	-15	5	-1	-9	33	-9	7	2
12	O=c1c2ccccc2nc2n1C(CBr)CN2 (stereo not given)	1	-2	-7	-3	1	10	7	4	-26
13	O=C1CSC(=Nc2ccc(F)cc2)N1	-3	14	7	-12	-1	1	0	12	-3
14	CCCc1cc(=O)oc2cc(OCC(=O)N3CCN(C(=O)C4COc5ccccc5O4)CC3)ccc12 (stereo not given)	-4	0	-4	0	-2	-156	-1	9	13
15	CC(NC(=O)c1cnc2ccccc2n1)c1ccccc1 (stereo not given)	4	-18	-1	7	0	9	-1	23	13
16	CCOC(=O)C1Nc2ccccc2C2c3ccccc3CC12 (stereo not given)	71	-2	-1	-1	-7	-185	-9	40	17
17	CCOc1[nH]n(-c2ccc(Cl)cc2)c(=O)c1C=Nc1ccc(OC)cc1	5	0	3	20	-1	31	7	1	15
18	COc1ccc(C2CC2C(C)=O)cc1 (stereo not given)	2	-15	1	-17	-4	5	-3	15	-5
19	COc1ccc(C2/C(=C(\O)c3ccc4c(c3)OCCO4)C(=O)C(=O)N2CCCN(C)C)cc1 (stereo not given)	-9	-6	-5	2	-4	10	-3	10	-4
20	CC1(c2ccccc2)CC(C)(C)N(C(=O)CSc2nnc(N)s2)c2ccccc21 (stereo not given)	-6	7	-1	2	3	10	5	13	4
21	CC1CCCC(N2CCN(C(=O)c3ccc(F)cc3)CC2)C1 (stereo not given)	0	0	-4	13	6	7	1	19	-2
22	O=C(O)/C=C/C(=O)Nc1ccc(OC(F)F)cc1	2	-15	-12	-21	2	2	7	4	1
23	O=C(NN=C1CCCC1)c1ccc(O)cc1	-1	-19	-1	-9	-8	13	1	25	-4
24	O=C1c2ccccc2C(=O)N1CCC#Cc1ccc2cc(CCO)oc(=O)c2c1	2	-2	6	4	-4	-63	11	4	1
25	O=C(Cc1ccc(S(=O)(=O)N2CCCC2)s1)Nc1nc2c(s1)CCCC2	2	1	4	6	4	-25	-10	5	11
26	COc1ccc(C(=O)c2ccc(N(C)C)cc2)c2ccccc12	3	-12	-2	-3	-1	-1	5	13	-3
27	CC(=O)c1ccc(-n2nncc2-c2ccc([N+](=O)[O-])cc2)cc1	2	-14	-2	-22	5	-1	8	10	-7
28	O=C(Nc1ncc2c(n1)-c1ccccc1OC2)c1ccc(F)cc1	2	-12	-7	12	-2	-431	-10	9	8
29	CCC(=O)c1ccc(OCC(O)CN2CCN(c3ccc(F)cc3)CC2)cc1 (stereo not given)	0	-3	-2	1	4	11	1	4	2
30	O=C(CN1CCCC1)Nc1ccc(Cl)cc1C(F)(F)F	0	-13	-5	0	-3	3	0	7	-3

Quoted from above: nos. 10 to 12
entry	Structure	SENP1 FRET inh	SENP6 block	HKDC1 inh	PfG6PD inh	SENP8 block-1	SENP8 block-2	SENP7 block	NLRP3 yeast inh	Apaf1 inhib
10	CCC1(C)Cc2c(sc3c2c(=O)n(-c2ccccc2)c(=O)n3C)CO1 (stereo not given)	-1	-8	-10	-18	-2	26	3	22	14
11	Cn1cnnc1SCCn1c(N2CCCCC2)nc2c1c(=O)[nH]c(=O)n2C	1	-15	5	-1	-9	33	-9	7	2
12	O=c1c2ccccc2nc2n1C(CBr)CN2 (stereo not given)	1	-2	-7	-3	1	10	7	4	-26

Next section.
entry	Structure	SENP1 FRET inh	SENP6 block	HKDC1 inh	PfG6PD inh	SENP8 block-1	SENP8 block-2	SENP7 block	NLRP3 yeast inh	Apaf1 inhib
31	COc1ccc(C(=O)NC(C(=O)NCc2ccccn2)C(C)C)cc1 (stereo not given)	2	-16	-3	-4	-13	10	-7	-1	0
32	Cc1ccccc1C(=O)/C(C#N)=N/Nc1c(C)n(C)n(-c2ccccc2)c1=O	1	nt	9	-35	nt	24	nt	nt	nt
33	O=C(CCCN=C1NS(=O)(=O)c2ccccc21)OCC(=O)c1ccccc1	1	-1	-6	-1	10	1	4	4	0
34	CCOC(=O)CN1C(=O)C(O)(c2c(C)[nH]c3ccccc23)c2ccccc21 (stereo not given)	-4	-2	-2	1	5	4	13	-11	-2
35	CCOCCOC(=O)C1=C(C)N(C)C(=O)NC1c1ccccc1F (stereo not given)	1	-13	1	-13	-13	29	-6	-12	7
36	COc1ccc(C)c2sc(N(CCCN(C)C)C(=O)CS(=O)(=O)c3ccc(F)cc3)nc12	0	-12	-7	-15	-7	4	-4	10	17
37	CCOC(=O)c1cc(C(C)(C)C)oc1CN	-3	-35	6	14	-2	25	-5	10	2
38	BrCCOCCOc1ccc2ccccc2c1	-1	4	-10	6	-10	6	3	17	2
39	CC(C)C(=O)NC(c1ccco1)c1c(O)ccc2ccccc12 (stereo not given)	-3	1	7	9	-1	-80	3	-3	-7
40	O=C(c1ccc(=O)oc1)N1CCN(C(c2ccccc2)c2ccccc2)CC1	-12	-22	2	-7	-5	-243	1	3	-11
41	Cn1c(=O)c2ccccc2n(Cc2cccc(F)c2)c1=O	3	4	-4	-8	7	9	1	20	0
42	NC(=O)COC(=O)c1ccccc1Nc1ccc(SC(F)F)cc1	-3	64*	-6	3	1	-80	30	8	5
43	CCN(CC(=O)NCc1ccc(Cl)cc1)C(=O)c1cc(S(=O)(=O)N2CCOCC2)ccc1C	-3	7	-1	-3	-3	-14	2	6	-6
44	CCC(C)(c1nnnn1-c1c(C)cccc1C)N(N=O)c1cccc(C(F)(F)F)c1 (stereo not given)	2	8	-4	-2	2	7	5	10	5
45	O=C1[C@H]2[C@@H](c3ccc(F)cc3)N3C(=O)N(c4cccc(Br)c4)C(=O)[C@@]3(Cc3ccc(Cl)cc3)[C@H]2C(=O)N1C1CCCCC1	3	-5	0	1	-9	12	-8	-1	11
46	COc1ccccc1OCC#CCNC1CCCCC1C (stereo not given)	1	-15	-5	6	-5	-11	-11	20	6
47	O=C(Nc1c[nH]c(=O)[nH]c1=O)c1cccc(F)c1	-1	-8	-9	-2	62*	15	-4	13	0
48	O=C(NCCNC(=O)C(c1ccccc1)c1ccccc1)c1ccco1	0	-19	-1	9	0	25	-3	-2	15
49	O=C(CCn1cnnn1)N1CCCC(Nc2ccc(F)cc2)C1 (stereo not given)	-1	-5	5	-13	7	6	-2	14	8
50	O=C(OCc1cc2ccccc2[nH]c1=O)c1ccc([N+](=O)[O-])cc1	0	-37	-6	12	6	14	5	-8	-25
51	O=C(NCc1ccccc1)C(c1ccncc1)N(C(=O)c1ccccn1)c1ccccc1 (stereo not given)	-2	-3	-5	5	-1	3	-6	17	2
52	c1ccc2c(c1)OCC(c1csc3ncnc(N4CCOCC4)c13)O2 (stereo not given)	2	5	-15	-5	-2	9	-2	-13	-5
53	COc1cc2[nH]c(=O)n(Cc3ccc(C(=O)NC4CCN(Cc5ccccc5)CC4)cc3)c(=O)c2cc1OC	0	9	-7	5	0	-52	-8	0	-14
54	CCCNS(=O)(=O)c1ccc(CCC(=O)N2CCCCC2)cc1	0	1	1	8	3	25	3	-13	i
55	CC(NC(=O)C1CCN(S(=O)(=O)c2cccs2)CC1)c1cccc(Cl)c1 (stereo not given)	2	8	-4	-6	3	10	7	10	7
56	Cn1nc(C(=O)Nc2ccc(S(=O)(=O)N3CCCC3)cc2)ccc1=O	0	-15	5	17	-2	20	7	-11	4
57	CCCOc1ccc(/C(O)=C2/C(=O)C(=O)N(c3ccccn3)C2c2ccc(OC)cc2)cc1C (stereo not given)	22	11	6	-21	5	-26	11	38	30
58	Cc1cc(=O)[nH]n(CCO)c1=O	1	-14	-2	-5	-1	29	3	5	-15
59	CN(C)C(CNC(=O)CN1C(=O)NC2(CCc3ccccc32)C1=O)c1ccco1 (stereo not given)	-4	-2	-8	3	-2	4	7	0	-10
60	Cn1nc(C(=O)N2CCCc3ccccc32)c2ccccc2c1=O	-1	-5	3	-18	0	0	7	11	-1
61	CC(C)C[C@@H](C)C(=O)N(Cc1ccccc1)c1ccccc1	2	8	-3	-8	3	10	-2	12	12
62	O=C(CSc1nncs1)Nc1ccc2c(c1)OCCO2	3	7	-3	-3	10	19	-2	15	-4
63	Cc1ccc(N(C)S(=O)(=O)c2cccc(C(=O)OCC(=O)c3c(N)n(C)c(=O)n(C)c3=O)c2)cc1	0	-11	7	-11	0	3	-1	8	6
64	CC(C)OP(=O)(c1ccc(N(C)C)cc1)C(Nc1ccccc1)c1cccnc1 (stereo not given)	2	-15	-1	5	-11	17	-4	13	19
